Screening results from PubChem BioAssay.
TNAP activators: human TNAP enzyme activators, primary screen, biochemical, luminescent, no phosphate acceptor, uHTS (AID 1001); purified TNAP, luminescent activation assay, no phosphate acceptor; higher activation fold means a stronger effect; activation fold at 20 µM; hits with a dose series show EC50 in µM; 200,000 tested, 0.03% active; in the data active = activation fold from about 3, or a potency from the dose series; inactive = the rest, 99 in 100 with activation fold below about 1.6; note: many of its hits are not listed in these tables
Salmonella PhoP GFP: PhoP-dependent GFP reporter repression – Salmonella Typhimurium, primary screen (AID 1863) | S. Typhimurium PhoP-regulated promoter GFP reporter, 4 h; higher % means a stronger effect | inhibition, % at 50 µM, or IC50 in µM where a hit was titrated | 300,000 tested, 0.16% active;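 active = inhibition over 29.93%, a cutoff 3 SD above the screen mean, later confirmed by dose response; inconclusive = inhibition over 29.93% but no dose response follow-up; inactive = inhibition at most 29.93% or unconfirmed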;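 note: 0% = low Mg2+ inducing control and 100% = high Mg2+ repressing control; strong numbers were not always called active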
Myeloid diff MLP: compounds promoting myeloid differentiation; ER-HoxA9 myeloid progenitors, lysozyme-GFP differentiation, flow cytometry; calls only at 10 µM; 360,000 tested, 1% active;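 active = normalized GFP-positive differentiation at or above the plate's own cutoff, the solvent-only control mean plus 3 SD; inconclusive = no clear call, values can overlap the other calls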;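 note: cells exposed to compound for four days before flow analysis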
K1F lysis inhibition: inhibition of K1F phage lysis, E. coli UTI89, bacterial capsule biogenesis inhibitors, alamar blue (AID 488966); 340,000 tested, 0.02% active; one-dose inhibition, % at 100 µM; IC50 in µM for titrated hits; E. coli UTI89 K1F phage lysis, alamar blue, 2 h; higher % means a stronger effect;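 active = phage lysis inhibition, versus mean bacterial control, above a set limit; inconclusive = no clear call, values can overlap the other calls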;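 note: capsule biogenesis inhibitors block K1F phage lysis so surviving cells raise fluorescence; higher fluorescence means more inhibition of phage lysis; actives were called in the ten point dose series up to 300 µM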
Large T inhibition: TAg ATPase/helicase activity blockers – biochemical (AID 1903); 310,000 tested, 0.39% active; inhibition, % at 20 µM, or IC50 in µM where a hit was titrated; SV40 large T antigen ATPase/helicase inhibition assay; higher % means a stronger effect; in the data active = a potency from the dose series; inconclusive = inhibition mostly from about 32% at the one dose, without a potency; inactive = the rest, 99 in 100 with inhibition below about 32%; note: strong numbers were not always called active
RSV antiviral HEp-2: RSV antiviral activity via CPE protection, HEp-2 cells, primary 10 µM value included (AID 2391). one-dose CPE inhibition, % at 10 µM; IC50 in µM for titrated hits. HEp-2 cells, RSV-induced CPE inhibition; higher % means a stronger effect. 310,000 tested, 0.13% active; in the data active = a potency from the dose series; inconclusive = CPE inhibition mostly from about 23% at the one dose, without a potency; inactive = the rest, 99 in 100 with CPE inhibition below about 21%; note: strong numbers were not always called active
NTR1 agonist: agonists of NTR1, primary screen, imaging, U2OS cells, beta-arrestin-GFP, high content (AID 493036); P30989; 330,000 tested, 0.17% active; NTR1-U2OS beta-arrestin-GFP spot imaging, agonist mode; activation, % at 20 µM;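 active = activation at or above 40% of the spot to cytoplasm intensity ratio, with at least 20 cells analyzed; inconclusive = wells under 20 cells, flagged as cytotoxic or low count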;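 note: 0% = DMSO without peptide and 100% = 100 nM NTR1 peptide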
Target sequence (P30989 whole entry, looked up): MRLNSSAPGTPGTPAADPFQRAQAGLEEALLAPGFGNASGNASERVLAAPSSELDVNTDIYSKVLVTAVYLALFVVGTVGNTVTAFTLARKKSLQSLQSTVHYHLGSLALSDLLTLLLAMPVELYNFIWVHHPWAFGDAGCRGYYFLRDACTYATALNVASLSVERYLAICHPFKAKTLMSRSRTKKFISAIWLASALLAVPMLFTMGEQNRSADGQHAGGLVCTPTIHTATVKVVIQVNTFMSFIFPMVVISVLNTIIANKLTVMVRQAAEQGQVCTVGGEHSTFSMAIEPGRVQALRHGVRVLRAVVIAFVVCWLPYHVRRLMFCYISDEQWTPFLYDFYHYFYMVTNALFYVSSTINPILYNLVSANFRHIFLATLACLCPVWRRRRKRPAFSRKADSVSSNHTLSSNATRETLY
MgcRacGAP inhibition: MgcRacGAP GTPase-activating activity inhibitors, confirmation, biochemical, ADP Hunter fluorescence; MgcRacGAP-stimulated Rac1 GTP hydrolysis, ADP Hunter fluorescence; higher % means a stronger effect; GST-tagged Rac1 F28L mutant substrate; one-dose inhibition, % at 30 µM; IC50 in µM for titrated hits; 340,000 tested, 0.6% active; AID 624330;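 active = first-screen hits whose inhibition reached a set limit at any dose in the follow-up dose series; inconclusive = inhibition above the set first-screen limit but never retested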;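 note: fluorescence reports GDP produced by GAP-driven GTP hydrolysis; strong numbers were not always called active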
T cell modulator: T cell immune modulators affecting CD8 T cell-vesicle binding; 2C CD8+ T cell-vesicle binding, flow cytometry; active compounds read low; calls only at 7 µM; 330,000 tested, 0.068% active; AID 2052;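 active = response, share of CD8 T cells binding vesicles, and their 90th percentile fluorescence all below set limits, cut at about 80% in these data, passing the limit was not always enough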
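Test system: purified 2C TCR transgenic mouse naive CD8+ T cells. Probe or stimulus: QL9-peptide-loaded Drosophila micro-vesicles bearing Ld, ICAM-1 and B7-1. Incubation: binding step 1.5 h, 37 °C, antibody labelling 20 min, ice. Measured by: flow cytometry of vesicle-bound cells.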
T cell modulator vesicle-bound %: recorded beside T cell modulator, whose call it bears; double positive events, %; measured here: CD8+ vesicle-bound cell fraction;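 binding gate set so that unloaded-vesicle control wells show 10% double positive cells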
NTR1 agonist cell count 20 µM: second read-out of NTR1 agonist, no call of its own (marks repeat the call); cell count; measured here: cell count, cytotoxicity flag
Myeloid diff MLP GFP+ MAC1+ %: recorded beside Myeloid diff MLP, whose call it bears; GFP+ MAC1+ double positive, %; measured here: differentiation confirmed by MAC1 staining
An asterisk follows results filed as active; [ ] = another dose, or the depositor's remark.

Results for Cn1c(=O)c2c(nc(NCCc3ccccc3)n2Cc2ccc(F)cc2)n(C)c1=O ?
TNAP activators: 1.1; Salmonella PhoP GFP: -10%; Myeloid diff MLP: inactive; K1F lysis inhibition: -0.7%; Large T inhibition: 1%; RSV antiviral HEp-2: 6.9%; NTR1 agonist: 10; MgcRacGAP inhibition: 4%; T cell modulator: inactive; T cell modulator vesicle-bound %: 37; NTR1 agonist cell count 20 µM: 52; Myeloid diff MLP GFP+ MAC1+ %: 5.6

What do the screens show for `O=c1cc(O)nc(SCc2ccc(Cl)cc2)[nH]1`?
TNAP activators: 1.1; Salmonella PhoP GFP: 14%; Myeloid diff MLP: inactive; K1F lysis inhibition: -0.1%; Large T inhibition: 12%; RSV antiviral HEp-2: 0.2%; NTR1 agonist: -1.2; MgcRacGAP inhibition: 2%; T cell modulator: inactive; T cell modulator vesicle-bound %: 54; NTR1 agonist cell count 20 µM: 80; Myeloid diff MLP GFP+ MAC1+ %: 2.0

How did CC(C)Cc1nnc(NC(=O)CCC(=O)N2CCN(Cc3ccc(Cl)cc3)CC2)s1 do in these assays?
Salmonella PhoP GFP: -10%; Myeloid diff MLP: inactive; K1F lysis inhibition: 0.2%; Large T inhibition: 32%; RSV antiviral HEp-2: -0.4%; NTR1 agonist: 0.2; MgcRacGAP inhibition: 5%; T cell modulator: inactive; T cell modulator vesicle-bound %: 15; NTR1 agonist cell count 20 µM: 56; Myeloid diff MLP GFP+ MAC1+ %: 3.3

What do the screens show for `CC(NC(=O)Cn1c(=O)[nH]c2ccsc2c1=O)C12CC3CC(CC(C3)C1)C2` (stereo not given)?
TNAP activators: 1.1; Salmonella PhoP GFP: 0%; Myeloid diff MLP: inactive; K1F lysis inhibition: 0.0%; Large T inhibition: 14%; RSV antiviral HEp-2: 2.0%; NTR1 agonist: 0.6; MgcRacGAP inhibition: 3%; T cell modulator: inactive; T cell modulator vesicle-bound %: 45; NTR1 agonist cell count 20 µM: 65; Myeloid diff MLP GFP+ MAC1+ %: 2.4

How did CC(C)c1cccc(C(C)C)c1OCCCCN1CCCC1 do in these assays?
TNAP activators: 1.1; Salmonella PhoP GFP: -6%; Myeloid diff MLP: inactive; K1F lysis inhibition: 4.1%; Large T inhibition: 16%; RSV antiviral HEp-2: -0.9%; NTR1 agonist: -0.6; MgcRacGAP inhibition: -5%; T cell modulator: inactive; T cell modulator vesicle-bound %: 21; NTR1 agonist cell count 20 µM: 42; Myeloid diff MLP GFP+ MAC1+ %: 7.4

How did C=CCn1c(=S)[nH]c2scc(-c3cccs3)c2c1=O do in these assays?
TNAP activators: 1.1; Salmonella PhoP GFP: -19%; Myeloid diff MLP: inactive; K1F lysis inhibition: -0.2%; Large T inhibition: 10%; MgcRacGAP inhibition: 10%; Myeloid diff MLP GFP+ MAC1+ %: 0.2

What do the screens show for `CC1=C(C(=O)Nc2ccccc2)C2(CCCCC2)C(C#N)=C(S)N1`?
TNAP activators: 1.1; Salmonella PhoP GFP: -3%; Myeloid diff MLP: inactive; K1F lysis inhibition: 1.7%[50 µM]; Large T inhibition: 22%; RSV antiviral HEp-2: 0.6%; NTR1 agonist: 0.8; MgcRacGAP inhibition: 18%; T cell modulator: inactive; T cell modulator vesicle-bound %: 21; NTR1 agonist cell count 20 µM: 58; Myeloid diff MLP GFP+ MAC1+ %: 0.9

What do the screens show for `O=C(CCc1nc2ccccc2c(=O)[nH]1)NNC(=O)c1cccc(Cl)c1`?
Salmonella PhoP GFP: -3%; Myeloid diff MLP: inactive; K1F lysis inhibition: 0.7%[50 µM]; Large T inhibition: 9%; RSV antiviral HEp-2: -1.5%; NTR1 agonist: -1.8; MgcRacGAP inhibition: 11%; T cell modulator: inactive; T cell modulator vesicle-bound %: 39; NTR1 agonist cell count 20 µM: 77; Myeloid diff MLP GFP+ MAC1+ %: 0.5

What do the screens show for `CC(C)C(=O)NC(=S)N(Cc1ccccc1)Cc1ccccc1`?
TNAP activators: 1.2; Salmonella PhoP GFP: 14%; Myeloid diff MLP: inactive; K1F lysis inhibition: -0.1%; Large T inhibition: 4%; RSV antiviral HEp-2: -0.3%; NTR1 agonist: 0.1; MgcRacGAP inhibition: 4%; T cell modulator: inactive; T cell modulator vesicle-bound %: 40; NTR1 agonist cell count 20 µM: 75; Myeloid diff MLP GFP+ MAC1+ %: 0.1

How did CCOC(=O)N/N=C/c1c(C)nn(-c2ccccc2Cl)c1Cl do in these assays?
TNAP activators: 1.1; Salmonella PhoP GFP: -6%; Myeloid diff MLP: inactive; K1F lysis inhibition: 2.7%; Large T inhibition: 2%; RSV antiviral HEp-2: 2.1%; NTR1 agonist: -2.7; MgcRacGAP inhibition: 2%; T cell modulator: inactive; T cell modulator vesicle-bound %: 35; NTR1 agonist cell count 20 µM: 67; Myeloid diff MLP GFP+ MAC1+ %: 0.6

Results for O=C(CN(c1ccc(F)cc1)S(=O)(=O)c1ccc2c(c1)OCCO2)Nc1ccc2c(c1)OCO2 ?
TNAP activators: 1.3; Salmonella PhoP GFP: -3%; Myeloid diff MLP: inactive; K1F lysis inhibition: 1.6%; Large T inhibition: 11%; RSV antiviral HEp-2: 2.8%; NTR1 agonist: -1.6; MgcRacGAP inhibition: 5%; T cell modulator: inactive; T cell modulator vesicle-bound %: 32; NTR1 agonist cell count 20 µM: 94; Myeloid diff MLP GFP+ MAC1+ %: 0.4

What do the screens show for `O=C(NCCCn1ccnc1)c1cc2nc(-c3ccc(Br)cc3)cc(C(F)(F)F)n2n1`?
TNAP activators: 1; Salmonella PhoP GFP: 2%; Myeloid diff MLP: inactive; K1F lysis inhibition: 0.0%; Large T inhibition: 7%; RSV antiviral HEp-2: 3.9%; NTR1 agonist: 0.8; MgcRacGAP inhibition: 9%; T cell modulator: inactive; T cell modulator vesicle-bound %: 38; NTR1 agonist cell count 20 µM: 74; Myeloid diff MLP GFP+ MAC1+ %: 0.5

What do the screens show for `O=C(NCc1ccccc1)C(c1ccccn1)N(C(=O)c1csnn1)c1ccccc1F` (stereo not given)?
Salmonella PhoP GFP: 4%; Myeloid diff MLP: inactive; K1F lysis inhibition: 0.0%; Large T inhibition: 12%; RSV antiviral HEp-2: 1.0%; NTR1 agonist: 1.4; MgcRacGAP inhibition: 4%; T cell modulator: inactive; T cell modulator vesicle-bound %: 49; NTR1 agonist cell count 20 µM: 42; Myeloid diff MLP GFP+ MAC1+ %: 0.6

What do the screens show for `CCNc1c(NC(=O)c2cccs2)c(=O)oc2ccccc12`?
Salmonella PhoP GFP: -3%; Myeloid diff MLP: inactive; K1F lysis inhibition: 0.9%; Large T inhibition: 7%; RSV antiviral HEp-2: 2.0%; NTR1 agonist: 0.1; MgcRacGAP inhibition: 0%; T cell modulator: inactive; T cell modulator vesicle-bound %: 32; NTR1 agonist cell count 20 µM: 56; Myeloid diff MLP GFP+ MAC1+ %: 2.4

What do the screens show for `COc1ccc(N(C(C)C(=O)Nc2ccc(S(=O)(=O)N3CCCCC3)cc2)S(C)(=O)=O)cc1` (stereo not given)?
Salmonella PhoP GFP: 7%; Myeloid diff MLP: inactive; K1F lysis inhibition: -0.2%; Large T inhibition: -1%; RSV antiviral HEp-2: 4.3%; NTR1 agonist: -0.7; MgcRacGAP inhibition: -1%; T cell modulator: inactive; T cell modulator vesicle-bound %: 36; NTR1 agonist cell count 20 µM: 39; Myeloid diff MLP GFP+ MAC1+ %: 1.6

How did CSc1nc(-c2ccc(Cl)cc2)nc(N)c1C#N do in these assays?
Salmonella PhoP GFP: -12%; Myeloid diff MLP: inactive; Large T inhibition: 9%; RSV antiviral HEp-2: -1.0%; NTR1 agonist: 0.7; T cell modulator: inactive; T cell modulator vesicle-bound %: 62; NTR1 agonist cell count 20 µM: 64; Myeloid diff MLP GFP+ MAC1+ %: 0.3

How did Cc1cc(C)cc(NC(=S)NCCN(C2CCCCC2)C2CCCC2)c1 do in these assays?
TNAP activators: 1.3; Salmonella PhoP GFP: 1%; Myeloid diff MLP: inactive; K1F lysis inhibition: -0.2%[50 µM]; Large T inhibition: 14%; RSV antiviral HEp-2: 3.5%; NTR1 agonist: 4.5; MgcRacGAP inhibition: 1%; T cell modulator: inactive; T cell modulator vesicle-bound %: 35; NTR1 agonist cell count 20 µM: 70; Myeloid diff MLP GFP+ MAC1+ %: 0.5

How did CCCn1cnc2sc(CC)cc2c1=O do in these assays?
TNAP activators: 1; Salmonella PhoP GFP: -5%; Myeloid diff MLP: inconclusive; K1F lysis inhibition: 0.8%[50 µM]; Large T inhibition: 7%; RSV antiviral HEp-2: 2.0%; NTR1 agonist: 2.8; MgcRacGAP inhibition: 5%; T cell modulator: inactive; T cell modulator vesicle-bound %: 25; NTR1 agonist cell count 20 µM: 75

How did Cc1ccc(Oc2coc3cc(O)ccc3c2=O)cc1 do in these assays?
Salmonella PhoP GFP: 8%; Myeloid diff MLP: inactive; K1F lysis inhibition: 0.1%; Large T inhibition: 4%; RSV antiviral HEp-2: 0.6%; NTR1 agonist: -0.2; MgcRacGAP inhibition: 6%; T cell modulator: inactive; T cell modulator vesicle-bound %: 31; NTR1 agonist cell count 20 µM: 99; Myeloid diff MLP GFP+ MAC1+ %: 1.2

Results for O=C1CCCN1CCCNC(=S)Nc1ccc(F)cc1 ?
TNAP activators: 1.1; Salmonella PhoP GFP: -9%; Myeloid diff MLP: inactive; K1F lysis inhibition: 0.1%; Large T inhibition: 8%; RSV antiviral HEp-2: 0.2%; NTR1 agonist: -0.5; MgcRacGAP inhibition: 6%; T cell modulator: inactive; T cell modulator vesicle-bound %: 61; NTR1 agonist cell count 20 µM: 95; Myeloid diff MLP GFP+ MAC1+ %: 0.3

How did CC(=O)Nc1ccc2c(c1)N(S(=O)(=O)c1cccs1)CCC2 do in these assays?
Salmonella PhoP GFP: 1%; Myeloid diff MLP: inactive; K1F lysis inhibition: 1.6%[50 µM]; Large T inhibition: 13%; RSV antiviral HEp-2: -2.9%; NTR1 agonist: 0.6; MgcRacGAP inhibition: 4%; T cell modulator: inactive; T cell modulator vesicle-bound %: 57; NTR1 agonist cell count 20 µM: 58; Myeloid diff MLP GFP+ MAC1+ %: 1.1
